# IDH1 mut inh – IDH1 R132H (human) inhibition; AID 624101; hit rate 0.18% among 70,000; inhibition, % at 10 µM; IDH1 R132H reductase, diaphorase/resazurin fluorescence, 60 min; in the data active = inhibition above about 34%;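 note: 0% = DMSO and 100% = no enzyme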
# Target sequence (O75874 whole entry R132H): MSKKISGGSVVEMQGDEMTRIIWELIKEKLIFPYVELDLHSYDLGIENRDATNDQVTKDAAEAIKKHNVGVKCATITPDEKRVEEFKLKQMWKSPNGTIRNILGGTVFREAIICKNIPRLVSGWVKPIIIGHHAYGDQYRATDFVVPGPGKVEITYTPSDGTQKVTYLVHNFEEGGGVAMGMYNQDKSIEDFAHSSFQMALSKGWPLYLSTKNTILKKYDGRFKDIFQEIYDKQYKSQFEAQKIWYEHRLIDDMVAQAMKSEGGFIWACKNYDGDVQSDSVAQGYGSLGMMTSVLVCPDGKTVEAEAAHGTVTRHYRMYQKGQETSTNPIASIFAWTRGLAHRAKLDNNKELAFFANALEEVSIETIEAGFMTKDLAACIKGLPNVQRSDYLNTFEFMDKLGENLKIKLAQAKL
# PRC2 inh – inhibitors of human EZH2/PRC2 methyltransferase. hit rate 0.35% among 57,000. PRC2 H3K27 methylation, DELFIA TRF, 1 h. inhibition, % at 12.5 µM. Q15910;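 active = mean inhibition of replicates at least 50% and every single replicate also reaching 50%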;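 note: dimethyl H3K27 on biotinylated H3 21-44 peptide detected by antibody; plate controls were median neutral control wells for no effect and median positive control wells for full effect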
# An asterisk follows results filed as active; x = not tested or not shown. A portion of the library. The share of hits here may be higher or lower than overall.
SMILES,IDH1 mut inh,PRC2 inh
C=CCNC(=O)[C@H]1[C@@H]2C(=O)O[C@@H](c3ccccc3)[C@@H](c3ccccc3)N2[C@@H](c2ccc(OCCO)cc2)[C@]12C(=O)N(C(=O)OCCOC)c1ccc(C#CC3(O)CCCCCC3)cc12,x,-8.1
O=C(C[C@H]1C[C@H]2c3cc(NC(=O)CC4CC4)ccc3O[C@H]2[C@H](CO)O1)NCC(F)(F)F,0.0,8.2
O=C(Nc1ccc(Cl)cc1)NC(C(=O)O)c1ccccc1 (centres undefined),0.3,-6.5
Cc1noc(C)c1S(=O)(=O)Nc1ccc2c(c1)CC(=O)N([C@@H](C)CO)C[C@H](C)[C@@H](CN(C)C(=O)Nc1cccc3ccccc13)O2,-1.1,x
CCCNC(=O)N(C)C[C@H]1Oc2cc(-c3cccnc3)ccc2S(=O)(=O)N([C@H](C)CO)C[C@H]1C,-0.1,-2.8
O=C(C[C@H]1CC[C@H](NC(=O)c2ccncc2)[C@@H](CO)O1)NCC1CCCCC1,0.1,19.0
CC(C)NC(=O)Nc1ccc2c(c1)C(=O)N([C@H](C)CO)C[C@H](C)[C@H](CN(C)Cc1ccccc1)OCCCC[C@H](C)O2,2.4,6.7
CC(=O)N(C)C[C@H]1Oc2cc(-c3ccncc3)ccc2S(=O)(=O)N([C@@H](C)CO)C[C@@H]1C,1.5,-12.3
C[C@H]1CN([C@@H](C)CO)S(=O)(=O)c2ccc(-c3ccc(C(=O)N(C)C)cc3)cc2O[C@@H]1CN(C)C(=O)C1CCC1,x,45.2
COc1ccc(NC(=O)N(C)C[C@@H]2Oc3c(NS(=O)(=O)c4ccc(Cl)cc4)cccc3C(=O)N([C@H](C)CO)C[C@H]2C)cc1,3.6,x
COc1cccc(C#Cc2cnc3c(c2)C(=O)N([C@@H](C)CO)C[C@@H](C)[C@@H](CN(C)C(C)=O)O3)c1,-0.3,-16.1
CC(C)NC(=O)NCC[C@@H]1CC[C@@H](NS(=O)(=O)c2ccc(-c3ccccc3)cc2)[C@@H](CO)O1,-0.1,-5.8
COCC(=O)Nc1ccc2c(c1)[C@@H]1C[C@H](CC(=O)N3CCN(C)CC3)O[C@@H](CO)[C@@H]1O2,-0.1,21.1
Cc1noc(C)c1NC(=O)N[C@H]1CC[C@H](CC(=O)N2CCN(C)CC2)O[C@H]1CO,0.3,14.0
C[C@@H]1CN([C@@H](C)CO)C(=O)c2cc(NS(=O)(=O)c3ccc(Cl)cc3)ccc2O[C@@H]1CN(C)Cc1ccc(-c2ccccc2)cc1,0.7,x

# Entries of single compounds as entered above. Screens in order: IDH1 mut inh, PRC2 inh
# CC(C)NC(=O)Nc1ccc2c(c1)C(=O)N([C@H](C)CO)C[C@H](C)[C@H](CN(C)Cc1ccccc1)OCCCC[C@H](C)O2 across the screens: 2.4, 6.7
# Cc1noc(C)c1NC(=O)N[C@H]1CC[C@H](CC(=O)N2CCN(C)CC2)O[C@H]1CO across the screens: 0.3, 14.0
# CCCNC(=O)N(C)C[C@H]1Oc2cc(-c3cccnc3)ccc2S(=O)(=O)N([C@H](C)CO)C[C@H]1C across the screens: -0.1, -2.8
# COCC(=O)Nc1ccc2c(c1)[C@@H]1C[C@H](CC(=O)N3CCN(C)CC3)O[C@@H](CO)[C@@H]1O2 across the screens: -0.1, 21.1
# Cc1noc(C)c1S(=O)(=O)Nc1ccc2c(c1)CC(=O)N([C@@H](C)CO)C[C@H](C)[C@@H](CN(C)C(=O)Nc1cccc3ccccc13)O2 across the screens: -1.1, x

# Next records follow:
SMILES,IDH1 mut inh,PRC2 inh
C[C@@H]1CN([C@H](C)CO)C(=O)c2cccc(NC(=O)Nc3ccc(C(F)(F)F)cc3)c2O[C@H]1CN(C)C(=O)Nc1ccc(F)cc1,-0.5,x
C[C@@H]1CN([C@H](C)CO)S(=O)(=O)c2ccc(C#C[C@@H](C)O)cc2O[C@H]1CN(C)C(=O)C1CCCCC1,-0.7,1.5
CCC(=O)Nc1ccc2c(c1)OC[C@@H](C)N(CC1CC1)C[C@H](C)[C@H](OC)CN(C)C2=O,0.1,9.2
CCCNC(=O)Nc1ccc2c(c1)C(=O)N(C)C[C@@H](OC)[C@@H](C)CN(Cc1cncnc1)[C@@H](C)CO2,0.2,-2.9
CO[C@@H]1CN(C)C(=O)c2ccc(NC(=O)Nc3ccc(F)cc3)cc2OC[C@@H](C)N(C(=O)c2ccc(F)cc2)C[C@H]1C,-0.1,-13.5
CO[C@H]1CN(C)C(=O)c2cc(NC(=O)Nc3cc(F)ccc3F)ccc2OC[C@@H](C)N(C)C[C@@H]1C,-0.4,-6.2
C/C=C/c1ccc2c(c1)O[C@H](CN(C)C(=O)c1ccncc1)[C@H](C)CN([C@H](C)CO)S2(=O)=O,1.8,-8.2
C[C@H]1CN([C@@H](C)CO)C(=O)c2cc(-c3ccccc3F)cnc2O[C@@H]1CN(C)Cc1ccccc1F,0.6,x
COC(=O)COc1ccc(C2NC(=S)NC(C)=C2C(=O)OC)cc1 (centres undefined),-0.4,1.8
COc1ccc(S(=O)(=O)N(C)C[C@@H]2Oc3ccc(NC(=O)NC4CCCCC4)cc3CC(=O)N([C@@H](C)CO)C[C@H]2C)cc1,3.1,x
COc1ccccc1-c1cnc2c(c1)C(=O)N([C@@H](C)CO)C[C@H](C)[C@H](CN(C)C(=O)CC1CC1)O2,-0.9,4.1
COC(=O)CCCCCCC(=O)N/N=C/CCC1CCCCC1,x,9.4
COc1ccc(S(=O)(=O)N(C)C[C@H]2OCCCC[C@@H](C)Oc3ccc(N(C)C)cc3C(=O)N([C@@H](C)CO)C[C@H]2C)cc1,0.5,-9.6
O=C(Nc1ccc(C(F)(F)F)cc1)N[C@@H]1CC[C@@H](CC(=O)N2CCCCC2)O[C@@H]1CO,0.3,3.6
CC(C)NC(=O)N(C)C[C@@H]1Oc2cc(-c3ccccc3F)ccc2S(=O)(=O)N([C@H](C)CO)C[C@H]1C,-0.3,2.4
C[C@@H](NC(=O)C[C@H]1C=C[C@H](NC(=O)C2CCC2)[C@H](CO)O1)c1ccccc1,0.0,-2.7
C[C@H](CO)N1C[C@H](C)[C@H](CN(C)Cc2ccccn2)Oc2cc(-c3ccc(C#N)cc3)ccc2S1(=O)=O,-0.6,-1.0
COCCNC(=O)C[C@@H]1CC[C@@H](NC(=O)NC2CCCC2)[C@H](CO)O1,-0.1,27.8
C[C@@H]1CN([C@H](C)CO)C(=O)c2cc(NC(=O)NC3CCCCC3)ccc2O[C@@H](C)CCCCO[C@H]1CN(C)Cc1ccc(C(=O)O)cc1,3.0,x
Cc1noc(C)c1NC(=O)N(C)C[C@@H]1OCCCC[C@@H](C)Oc2ccc(NS(=O)(=O)c3cccs3)cc2C(=O)N([C@H](C)CO)C[C@H]1C,1.2,x
C[C@@H]1CN([C@@H](C)CO)C(=O)c2cc(NC(=O)Nc3ccc(C(F)(F)F)cc3)ccc2O[C@@H]1CN(C)C(=O)Nc1cccc2ccccc12,3.0,x
CO[C@H]1CN(C)C(=O)c2cc(NC(=O)C3CCC3)ccc2OC[C@H](C)N(CC2CCCCC2)C[C@@H]1C,0.1,-3.1
C[C@H](CO)N1C[C@H](C)[C@@H](CN(C)C(=O)Nc2ccc3c(c2)OCO3)Oc2c(NC(=O)Nc3cccc4ccccc34)cccc2C1=O,-0.1,x
O=S(=O)(N[C@@H]1CC[C@@H](CCNS(=O)(=O)c2ccccc2Cl)O[C@H]1CO)c1ccccc1,-0.4,-10.6
C[C@H](CO)N1C[C@H](C)[C@H](CN(C)C(=O)NC2CCCC2)Oc2cc(/C=C/c3ccccc3)ccc2S1(=O)=O,-0.7,x
C/C=C/c1ccc2c(c1)O[C@@H](CN(C)C(=O)Nc1cc(F)ccc1F)[C@H](C)CN([C@@H](C)CO)S2(=O)=O,0.2,6.4
C[C@H](CO)N1C[C@H](C)[C@@H](CN(C)C(=O)NC2CCCCC2)Oc2ccc(NS(C)(=O)=O)cc2C1=O,0.2,5.2
CC(C)NC(=O)Nc1ccc2c(c1)C(=O)N([C@@H](C)CO)C[C@@H](C)[C@@H](CN(C)S(=O)(=O)c1ccccc1)OCCCC[C@H](C)O2,-0.2,x
Cc1noc(C)c1S(=O)(=O)Nc1ccc2c(c1)C(=O)N([C@H](C)CO)C[C@H](C)[C@H](CN(C)Cc1ccc(C(F)(F)F)cc1)OCCCC[C@@H](C)O2,0.1,x
C[C@@H]1CN([C@H](C)CO)C(=O)c2cc(NC(=O)C3CC3)ccc2O[C@H]1CN(C)C(=O)Nc1cccc2ccccc12,0.6,x
C[C@H]1CN([C@@H](C)CO)C(=O)Cc2cc(NC(=O)Nc3ccc4c(c3)OCO4)ccc2O[C@@H]1CN(C)Cc1ccc(C(=O)O)cc1,2.4,x
COc1ccc(NC(=O)N(C)C[C@H]2Oc3ccc(NC(=O)Nc4ccc5c(c4)OCO5)cc3CC(=O)N([C@H](C)CO)C[C@@H]2C)cc1,0.1,x
CC(C)NC(=O)N(C)C[C@H]1Oc2cc(-c3ccncc3)ccc2S(=O)(=O)N([C@H](C)CO)C[C@@H]1C,0.5,1.5
O=C(Cc1ccncc1)Nc1ccc2c(c1)[C@@H]1C[C@H](CC(=O)NC3CCCC3)O[C@@H](CO)[C@@H]1O2,-0.2,-0.6
C[C@@H]1CN([C@@H](C)CO)C(=O)c2cc(C#CC3CCCCC3)cnc2O[C@H]1CN(C)Cc1cncnc1,-0.8,-3.1
C[C@@H]1CN([C@@H](C)CO)C(=O)c2cc(NS(=O)(=O)c3cn(C)cn3)ccc2O[C@@H]1CN(C)Cc1ccc(Oc2ccccc2)cc1,-3.9,x
COCC(=O)N(C)C[C@@H]1Oc2ncc(-c3ccc(C)cc3)cc2C(=O)N([C@@H](C)CO)C[C@@H]1C,-1.0,9.9
C[C@@H]1CN([C@H](C)CO)C(=O)c2cc(NS(=O)(=O)c3ccc(F)cc3)ccc2O[C@H]1CN(C)S(=O)(=O)c1ccc(Cl)cc1,3.0,x
C[C@@H]1CN([C@H](C)CO)C(=O)Cc2cc(NS(=O)(=O)c3ccc(F)cc3)ccc2O[C@H]1CN(C)C(=O)Nc1ccc2c(c1)OCO2,2.8,x
COc1ccc([N+](=O)[O-])cc1NC(=O)CN(c1ccc(C)cc1C)S(C)(=O)=O,-0.2,-2.1
CC(C)OC(=O)CSc1nnc(-c2ccccn2)n1-c1ccccc1,1.0,-2.6
CO[C@@H]1CN(C)C(=O)c2cc(NS(=O)(=O)c3ccccc3F)ccc2OC[C@@H](C)N(S(C)(=O)=O)C[C@H]1C,-0.1,3.0
Cc1ccc(NC(=O)CSc2nnc(C)s2)c(C)c1,2.4,-0.4
CC(C)NC(=O)Nc1cccc2c1O[C@H](CN(C)Cc1ccc(-c3ccccc3)cc1)[C@@H](C)CN([C@H](C)CO)C2=O,x,-7.0
CO[C@H]1CN(C)C(=O)c2cc(NC(=O)Nc3ccccc3F)ccc2OC[C@@H](C)N(C)C[C@H]1C,0.2,1.9

# Reprinted at random: 2 compounds from above, in no set order.
SMILES,IDH1 mut inh,PRC2 inh
COCC(=O)N(C)C[C@@H]1Oc2ncc(-c3ccc(C)cc3)cc2C(=O)N([C@@H](C)CO)C[C@@H]1C,-1.0,9.9
CC(C)NC(=O)Nc1cccc2c1O[C@H](CN(C)Cc1ccc(-c3ccccc3)cc1)[C@@H](C)CN([C@H](C)CO)C2=O,x,-7.0

# Following part.
SMILES,IDH1 mut inh,PRC2 inh
Cc1noc(C)c1NC(=O)N(C)C[C@H]1Oc2ccc(NC(=O)CCCCCC(=O)Nc3ccccc3N)cc2CC(=O)N([C@@H](C)CO)C[C@@H]1C,0.1,7.3
COc1cc2c(cc1OC)N1C(=O)C[C@]34C=CCN5CC[C@@H]2[C@@H](CC3)[C@]514,-0.1,x
C[C@H](CO)N1C[C@H](C)[C@H](CN(C)Cc2ccncc2)Oc2cc(C#CCN(C)C)ccc2S1(=O)=O,-0.1,10.5
CCCCC1(COC(=O)CCC(=O)O)C(=O)N(c2ccccc2)N(c2ccccc2)C1=O,1.6,x
Cc1noc(C)c1NC(=O)N(C)C[C@H]1Oc2ccc(NS(=O)(=O)c3ccc(Cl)cc3)cc2CC(=O)N([C@H](C)CO)C[C@H]1C,0.8,x
CC(C)NC(=O)Nc1ccc2c(c1)CC(=O)N([C@@H](C)CO)C[C@@H](C)[C@@H](CN(C)Cc1ccc3c(c1)OCO3)O2,x,-2.4
CC(C)c1cn(CC[C@@H]2CC[C@H](NC(=O)C3CCC3)[C@H](CO)O2)nn1,-0.2,-5.5
O=C(C[C@H]1C[C@@H]2c3cc(NC(=O)C4CCOCC4)ccc3O[C@@H]2[C@H](CO)O1)NCC(F)(F)F,-0.2,-13.6
Cn1nnc(NC(=O)COc2ccc(C3CCCCC3)cc2)n1,0.1,x
C[C@@H]1CN([C@H](C)CO)C(=O)c2ccccc2-c2ccccc2CO[C@H]1CN(C)S(=O)(=O)c1ccccc1,x,-2.2
CCCC(=O)Nc1ccc2c(c1)C(=O)N(C)C[C@H](OC)[C@H](C)CN(C(=O)CC1CC1)[C@@H](C)CO2,0.2,5.2
CO[C@@H]1CN(C)C(=O)c2cc(NC(=O)c3ccc(Oc4ccccc4)cc3)ccc2OC[C@@H](C)NC[C@H]1C,-0.1,-19.1
C[C@@H]1CCCCO[C@H](CN(C)S(=O)(=O)c2ccc(F)cc2)[C@@H](C)CN([C@@H](C)CO)C(=O)c2cc(NC(=O)CCCN(C)C)ccc2O1,-0.5,x
Cc1ccc(S(=O)(=O)N(C)C[C@H]2Oc3c(NC(=O)NC(C)C)cccc3C(=O)N([C@@H](C)CO)C[C@@H]2C)cc1,x,7.6
C[C@@H]1CN([C@H](C)CO)C(=O)c2cc(-c3cccnc3)cnc2O[C@H]1CN(C)C(=O)Cc1cccnc1,0.9,2.4
COc1cc(OC)nc(NC(=O)CSc2nc3ccccc3s2)n1,2.0,x
C[C@@H]1CCCCO[C@@H](CN(C)C(=O)Nc2ccc(C(F)(F)F)cc2)[C@@H](C)CN([C@H](C)CO)C(=O)c2cc(NC(=O)c3ccncc3)ccc2O1,-1.1,x
C[C@H](CO)N1C[C@H](C)[C@H](CN(C)C(=O)Nc2ccccc2)Oc2cc(C#C[C@@H](C)O)ccc2S1(=O)=O,-0.7,x
